MT1-MMP act inh – inhibitors of human MT1-MMP activation; P50281; HT1080 RFP-PRO-GFP cells, GFP/RFP ratio fluorescence, overnight; percent of plate control window, DMSO zero; GFP/RFP ratio change, % at 20 µM; 360,000 tested, 0.061% active;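 active = GFP/RFP ratio change of at least 30% with cell ATP level not reduced by more than half and red fluorescence within 50% of control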; also: strong numbers were not always called active
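Assay system – RFP-PRO-GFP reporter HT1080 cells · Compound dosing – single dose of 20 µM compound, 1% DMSO final · Incubation – overnight compound exposure at 37 °C · Measure – GFP/RFP fluorescence ratio · Benchmarks – DMSO wells and RFP-L50D-GFP cells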
SKN-1 inh – inhibitors of C. elegans SKN-1 | C. elegans VP596 Pgst-4::GFP/RFP ratio, acrylamide-induced, 24 h | inhibition, % at 21.8 µM | 360,000 tested, 0.49% active;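 active = interference check ratio from 0.5 to 1.5 plus GFP to RFP signal ratio inhibition reaching or exceeding a fixed threshold, cut at about 30% in these data, passing the limit was not always enough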; also: some compounds called inactive have numbers as strong as hits
FAS TE block – blocks the thioesterase domain of human fatty acid synthase. recombinant FAS-TE, OMFH fluorogenic substrate, fluorescence endpoint. inhibition, % at 15 µM. 360,000 tested, 0.67% active. AID 602261;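 active = compounds whose normalised, plate-corrected inhibition of enzyme fluorescence in the single-dose primary screen is 50% or more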;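 also: 0% = DMSO with enzyme and 100% = substrate without enzyme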
CSN deneddyl inh – CSN deneddylation inhibition; Q92905; Purified CSN, SCF-Nedd8-OG deneddylation, fluorescence polarization; inhibition, % at 12.5 µM; 360,000 tested, 0.38% active;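 active = pattern-corrected inhibition above about 35%, with an unprinted fluorescence ratio check between 0.5 and 1.5, limit read from the data, passing the limit was not always enough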;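 also: 0% = enzyme with substrate and 100% = substrate without enzyme; some results filed as inactive read as strong as hits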
Target sequence (Q92905 whole entry, looked up, one chain of several): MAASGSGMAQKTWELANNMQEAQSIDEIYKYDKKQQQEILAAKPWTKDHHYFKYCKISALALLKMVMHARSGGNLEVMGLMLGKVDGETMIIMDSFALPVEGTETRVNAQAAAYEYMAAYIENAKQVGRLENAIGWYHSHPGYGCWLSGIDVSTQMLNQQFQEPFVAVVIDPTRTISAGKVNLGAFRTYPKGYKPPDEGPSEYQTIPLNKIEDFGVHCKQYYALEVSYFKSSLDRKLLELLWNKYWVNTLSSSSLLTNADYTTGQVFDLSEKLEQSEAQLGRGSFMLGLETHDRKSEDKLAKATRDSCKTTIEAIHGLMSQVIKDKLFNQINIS
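Detection – fluorescence polarization · System – HEK293T-derived human Csn5 enzyme · Controls – substrate-only high control, full reaction low control · Timing – 90 min, room temperature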
Neddylation inh – blocks human cullin neddylation; P61081+Q13564; TR-FRET cullin neddylation, biochemical; calls only at 25 µM; 360,000 tested, 0.58% active; AID 651699; in the data active = inhibition above about 36%
Target sequence (P61081 whole entry, looked up): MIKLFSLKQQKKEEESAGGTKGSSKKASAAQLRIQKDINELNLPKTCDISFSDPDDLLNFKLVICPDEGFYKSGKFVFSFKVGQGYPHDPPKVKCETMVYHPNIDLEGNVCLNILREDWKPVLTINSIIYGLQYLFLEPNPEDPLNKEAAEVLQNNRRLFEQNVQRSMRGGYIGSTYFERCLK
Target sequence (Q13564 whole entry, looked up): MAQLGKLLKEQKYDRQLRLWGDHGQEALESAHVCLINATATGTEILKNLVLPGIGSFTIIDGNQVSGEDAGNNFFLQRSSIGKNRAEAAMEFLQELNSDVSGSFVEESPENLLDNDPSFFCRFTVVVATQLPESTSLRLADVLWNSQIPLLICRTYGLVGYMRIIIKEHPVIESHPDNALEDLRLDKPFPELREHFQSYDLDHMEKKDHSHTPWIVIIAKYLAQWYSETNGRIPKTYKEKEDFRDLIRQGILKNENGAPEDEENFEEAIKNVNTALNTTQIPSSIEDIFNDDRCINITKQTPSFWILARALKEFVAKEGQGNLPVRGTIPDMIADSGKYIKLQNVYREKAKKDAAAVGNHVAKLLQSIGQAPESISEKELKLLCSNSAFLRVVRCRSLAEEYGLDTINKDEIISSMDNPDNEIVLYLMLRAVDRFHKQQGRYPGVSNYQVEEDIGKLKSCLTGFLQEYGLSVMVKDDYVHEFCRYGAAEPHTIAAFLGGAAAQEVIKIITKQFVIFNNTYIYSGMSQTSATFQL
NadD inh – blocks S. aureus nicotinate mononucleotide adenylyltransferase; purified NadD enzyme, colorimetric absorbance read-out; inhibition, % at 20 µM; 360,000 tested, 0.78% active; AID 602399; in the data active = inhibition above about 26%; also: some compounds past the cut are filed as inactive
Rin1 Abl inh – blocks binding of human Rin1 to Abl; P00519+Q13671; TR-FRET Rin1/Abl binding, biochemical; inhibition, % at 7.35 µM; 360,000 tested, 0.4% active; AID 588664; in the data active = inhibition above about 5%, passing the limit was not always enough
MLLE-PAM2 inh – inhibitors of microRNA-mediated deadenylation, human PABP1 MLLE binding; inhibition, % at 20 µM; GST-MLLE / FITC-PAM2 fluorescence polarization; P11940; 360,000 tested, 0.36% active; in the data active = inhibition above about 35%, passing the limit was not always enough;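 also: plate controls were DMSO wells with GST-MLLE for no effect and wells lacking GST-MLLE protein for full effect; some results filed as inactive read as strong as hits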
Rpn11 inh – Rpn11 (human) deubiquitinase inhibition; calls only at 20 µM; human 26S proteasome, Ub4-pepOG fluorescence polarization; 20S core pre-blocked with epoxomicin; AID 588493; O00487; 360,000 tested, 0.59% active;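 active = inhibition at 20 µM, scaled to each plate's controls, above about 33%, limit read from the data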
Active calls of the source: *; i = inactive; x = not tested or not shown; + = active, no number; & = joins results of further samples.

SMILES	MT1-MMP act inh	SKN-1 inh	FAS TE block	CSN deneddyl inh	Neddylation inh	NadD inh	Rin1 Abl inh	MLLE-PAM2 inh	Rpn11 inh
O=C(O)c1ccn2c(C(=O)c3ccccc3)c(-c3ccccc3)cc2c1	-1.2	-4.2	9.8	5.5	i	0.9	-1.6	3.1	i
COC(=O)/C(C#N)=C(/Nc1ccc(F)c(Cl)c1)C(F)(F)F	3.8	-6.7	-2.4	-1.8	i	0.5	3.1	-8.6	i
O=C(CSc1nc(-c2ccncc2)nn1CC(=O)N1CCCCC1)NC1CCCC1	15.8	7.8	-6.2	2.1	i	2.7	3.9	2.4	i
CC1CN(C(=O)CSc2nc(N)c(NC(=O)c3ccc(C(F)(F)F)cc3)c(=O)[nH]2)CC(C)O1 (stereo unspecified)	2.2	5.1	-9.1	-1.4	i	-5.9	-2.9	5.5	i
COc1ccc(OCC(=O)N2c3ccc(C)cc3C3CN(C)CCC32)cc1 (stereo unspecified)	-0.5	6.5	-8.3	0.5	i	-3.1	-1.8	2.6	i
O=C1CN(C(=O)COC(=O)c2ccccc2NCc2ccco2)c2ccccc2N1	4.0	-13.4	5.4	-2.4	x	-1.7	0.0	-1.9	i
Cc1scc(C(=O)NNC(=S)NC(C)c2ccccc2)c1C (stereo unspecified)	6.4	4.2	-8.3	-5.7	i	-0.6	0.8	-12.4	i
CC(NC(=O)C(=O)NCCN1CCN(C(=O)c2ccc([N+](=O)[O-])cc2)CC1)c1ccccc1 (stereo unspecified)	2.0	16.4	-2.7	0.7	i	1.6	-2.0	8.5	i
COc1ccc(-c2n[nH]c(=S)n2Cc2ccccc2)cc1OC	1.1	11.1	-5.4	0.9	i	4.7	0.8	-18.3	i
Cc1cc(=O)oc(C)c1C(=O)NCC(C)NC(=O)c1c(C)cc(=O)oc1C (stereo unspecified)	0.6	-0.1	-2.3	0.1	i	8.0	-5.9	12.3	i
COc1ccc(C(=O)NCCN2CCOCC2)c(OC)c1	-1.9	5.7	-4.0	-4.9	i	0.1	4.4	-11.0	i
O=C(CN1CCN(c2ccccn2)CC1)N(c1ccccc1)c1ccc2ccccc2c1	-4.6	-5.8	4.4	0.3	i	4.1	-0.5	-3.2	i
CCN(CC(=O)Nc1ccc2c(c1)OCCO2)C(=O)c1cc(=O)[nH]c2ccccc12	0.7	8.8	-4.3	4.5	i	2.7	-1.2	-0.1	i
Cc1cc(NC(=O)CSc2n[nH]c(-c3ccc(Cl)cc3Cl)n2)no1	5.2	-1.3	-34.2	1.9	i	-8.2	0.0	-37.2	i
Cc1ccc(CSCCNS(C)(=O)=O)cc1	3.1	-0.5	-2.3	2.2	i	-4.8	1.3	6.0	i
CN(CC(=O)Nc1ccc(Cl)c(Cl)c1)Cc1nnc(-c2ccc(F)cc2)o1	0.4	-3.9	21.9	-1.4	i	-1.5	0.8	-12.0	i
COc1cccc(CN2CCNC(=O)C2CC(=O)NCCCN2CCCC2=O)c1 (stereo unspecified)	-4.8	16.9	-5.8	-0.9	i	-0.7	1.1	21.7	i
CCOC(=O)c1cc2c(=O)n3ccccc3nc2n(C(C)C)c1=NC(=O)c1c(-c2c(F)cccc2Cl)noc1C	-6.9	-1.4	94.2*	-1.9	x	24.6	-3.1	-8.9	i
C/C(=N\Nc1ccc(C(F)(F)F)cc1[N+](=O)[O-])C1CC1	1.8	5.5	22.5	1.7	i	3.6	3.1	-10.9	i
O=C(Nc1ccc(F)cc1)c1cccnc1N1CCCCC1	-6.8	15.0	-2.7	-2.0	i	-5.6	1.1	-3.6	i
Cc1cc(C)nc(Nc2nc3ccccc3s2)n1	-0.1	6.8	-4.0	1.2	i	-0.7	-4.6	3.9	i
O=C(NNC(=O)c1ccc(Cl)cc1Cl)c1ccc2ccccc2c1	2.7	14.7	-7.1	1.0	i	-0.4	-0.7	4.1	i
CN(Cc1cnn(-c2ccc(F)cc2)c1)C(=O)[C@H]1O[C@@H](n2ccc(=O)[nH]c2=O)[C@H](O)[C@@H]1O	0.9	2.3	-8.4	-0.6	i	-5.2	2.6	6.6	i
CCN(CCCNC(=O)C1CCC(=O)N1Cc1ccc(C)cc1)c1cccc(C)c1 (stereo unspecified)	7.5	2.0	-2.8	-2.4	i	-2.5	1.4	-8.1	i
CCN1CCN(c2ccc(NC(=O)c3ccc([N+](=O)[O-])o3)cc2Cl)CC1	-3.8	7.4	13.0	2.9	i	-1.9	-8.6	-4.1	i

Next part:
SMILES	MT1-MMP act inh	SKN-1 inh	FAS TE block	CSN deneddyl inh	Neddylation inh	NadD inh	Rin1 Abl inh	MLLE-PAM2 inh	Rpn11 inh
CC1S/C(=N/N=C2CCCCC2)NC1=O (stereo unspecified)	2.1	-3.5	-10.7	-7.6	i	-2.6	-1.8	9.0	i
Nc1nc(SCC(=O)Nc2ncc(Cl)cc2Cl)n[nH]1	1.0	7.4	-10.7	-2.9	i	-1.6	-0.2	19.9	i
CCCn1nnc(NC(=O)c2cc(Br)cc(Br)c2OC)n1	1.7	-6.2	1.6	-1.2	i	-1.7	-4.3	3.3	i
COc1cccc(NC(=O)c2cnc[nH]2)c1	-6.8	20.4	-5.9	1.8	i	-2.0	-0.5	-10.0	i
NS(=O)(=O)c1ccc(NC(=O)COC(=O)C2(c3ccccc3F)CCCC2)cc1	-0.4	-7.3	9.5	-3.3	i	-3.3	-3.0	-0.6	i
O=[N+]([O-])c1ccc(/C=N/Nc2ccc3ccccc3c2)o1	-30.1	11.8	38.3	22.6	i	3.7	-1.6	-105.0	+
COc1ccc(C(=O)NC(=S)NNC(=O)c2ccccc2O)cc1	7.0	-3.6	-2.5	-0.2	i	-0.5	-2.6	-15.9	i
O=C(NCc1ccccc1)C(=O)Nc1nc(C23CC4CC(CC(C4)C2)C3)cs1	8.2	4.7	2.7	-1.4	i	16.4	2.5	2.7	i
Cc1ccc2c(CN(C)Cc3cccc(F)c3)cc(=O)oc2c1C	3.6	-2.4	19.8	-1.8	i	1.7	-0.6	9.5	i
COCCSc1ccccc1C(=O)Nc1ccccc1C(C)C	1.3	1.0	-2.9	-8.0	i	5.7	2.0	-4.0	i
Cc1ccc(NS(=O)(=O)c2ccc(C(=O)N3CCCC(C(F)(F)F)C3)cc2)cc1 (stereo unspecified)	-0.7	-6.1	12.0	-2.0	i	-7.0	1.8	-11.7	i
CCC(=O)Nc1nnc(-c2cccs2)s1	-1.7	10.0	-2.3	6.3	i	-1.4	0.3	4.0	i
COc1cccc(CC(=O)OCC(=O)N(C)CC(=O)Nc2ccccc2Cl)c1	-1.1	9.5	2.1	-1.0	i	0.8	-3.4	0.6	i
Cc1cccc(N2CCN(C(=O)CCn3c(=O)[nH]c4ccccc4c3=O)CC2)c1C	0.3	3.7	-1.5	5.5	i	3.4	5.5	2.3	i
CC(Oc1ccc2c(-c3ccccc3)cc(=O)oc2c1)C(=O)NCCCN1CCOCC1 (stereo unspecified)	3.1	-2.9	-8.6	3.5	i	-7.8	1.6	9.4	i
COc1ccccc1NC(=O)c1ccc(NC(=O)CN(C)Cc2ccccc2F)cc1	-0.9	-3.5	21.3	2.0	i	-8.4	4.4	-11.3	i
Cc1cc(NC(=O)CSc2ccc3nnc(-c4ccc(F)cc4)n3n2)no1	1.4	-7.0	2.4	-0.5	i	-1.1	3.5	-5.5	i
Cc1ccc(CSCC(=O)NCc2ccc3c(c2)OCO3)cc1	1.4	1.2	2.2	0.0	i	-4.5	1.9	8.8	i
COC(=O)c1ccc2nc(C3CCCCC3)c(Cc3ccccc3)n2c1	-6.4	23.3	7.0	-1.9	i	-5.8	0.9	27.4	i
CCOC(=O)CSc1n[nH]c(NC(=O)c2ccc(F)cc2)n1	-1.2	13.2	0.4	1.9	i	0.9	-1.1	-14.7	i
CCOC(=O)C1(Cc2ccccc2C)CCCN(C(=O)CCc2cccnc2)C1 (stereo unspecified)	5.4	1.5	-3.2	-2.8	i	-0.4	2.0	12.4	i
C/C(=N/NC(=O)CNC(=O)CCc1ccccc1)c1ccc(Cl)cc1	-0.9	-8.0	1.5	-6.4	i	-9.9	0.0	4.0	i
COc1ccc(NC(=O)CSc2nnc(NC(=O)c3ccc(S(=O)(=O)N4CCOCC4)cc3)s2)cc1	-0.3	11.2	-10.9	4.5	i	6.4	-6.3	5.5	i
COc1cccc(C2CCCN2Cc2nc(-c3cnccn3)no2)c1 (stereo unspecified)	-1.8	-17.4	-1.7	1.9	i	-1.3	-0.4	-0.9	i
CCOc1ccc(CN2CCN(Cc3cccn3-c3ncccn3)CC2CCO)cc1 (stereo unspecified)	-0.2	2.4	-2.6	-0.1	i	-7.3	0.5	0.9	i

Later entries
SMILES	MT1-MMP act inh	SKN-1 inh	FAS TE block	CSN deneddyl inh	Neddylation inh	NadD inh	Rin1 Abl inh	MLLE-PAM2 inh	Rpn11 inh
Cc1cc(Br)cc2c(C(=O)Nc3c(C)n(C)n(-c4ccccc4)c3=O)cc(-c3cccs3)nc12	-15.7	17.4	23.5	5.3	i	30.3*	2.3	2.6	i
CC1(N2CCCCC2)CC2(O)C(=[N+]1[O-])CCC/C2=N\O (stereo unspecified)	-4.2	-18.6	-8.4	-0.8	i	6.4	1.6	-1.1	i
COc1ccc(C2c3ccc4ccccc4c3Oc3ncn(CCCO)c(=N)c32)cc1OC (stereo unspecified)	0.9	-2.3	2.1	-4.5	i	-8.5	-2.7	-9.0	i
O=C(N/N=C/c1ccccc1O)c1cccc2ccccc12	-5.1	7.1	10.2	-3.8	i	-7.4	-3.9	-2.8	i
Cc1ccc(N2CC(C(=O)N3CCOCC3)CC2=O)cc1C (stereo unspecified)	0.7	2.2	-1.9	-1.0	i	0.4	2.1	-1.6	i
O=C(CCN1CCN(Cc2ccccc2)CC1)NNC(=O)Nc1cccc([N+](=O)[O-])c1	3.0	28.0	7.5	1.1	i	1.4	2.7	1.6	i
CC(C)OCCCNC(=O)c1ccc2c(c1)NC(=O)c1ccccc1S2	4.5	11.7	-3.8	-0.3	i	-2.6	-1.1	-4.6	i
c1ccc2c(c1)cnc1ccccc12	-6.5&-2.7	8.6&15.3	0.6&-2.2	4.5&4.6	i	-4.8&-5.0	-1.1&-1.3	0.0&-4.3	i
O=C(CN1C(=O)NC2(CCOc3ccccc32)C1=O)Nc1cccc([N+](=O)[O-])c1 (stereo unspecified)	2.1	-9.8	25.9	-0.2	i	-4.1	-3.1	-22.5	i
Cc1ccc2cc(-c3noc(C(C)(C)C)n3)c(=O)[nH]c2c1	5.2	-0.6	-8.0	2.2	i	11.0	-1.1	-4.3	i
COc1ccc(/C=C/C(=O)Nc2cc(S(=O)(=O)N3CCOCC3)ccc2C)cc1OC	-0.8	1.4	-1.2	-6.5	x	-4.2	-0.6	2.8	i

Exported as labelled records: three of the compounds above
> CCOC(=O)CSc1n[nH]c(NC(=O)c2ccc(F)cc2)n1
  MT1-MMP act inh: -1.2
  SKN-1 inh: 13.2
  FAS TE block: 0.4
  CSN deneddyl inh: 1.9
  Neddylation inh: i
  NadD inh: 0.9
  Rin1 Abl inh: -1.1
  MLLE-PAM2 inh: -14.7
  Rpn11 inh: i
> Cc1cc(C)nc(Nc2nc3ccccc3s2)n1
  MT1-MMP act inh: -0.1
  SKN-1 inh: 6.8
  FAS TE block: -4.0
  CSN deneddyl inh: 1.2
  Neddylation inh: i
  NadD inh: -0.7
  Rin1 Abl inh: -4.6
  MLLE-PAM2 inh: 3.9
  Rpn11 inh: i
> O=C(CN1CCN(c2ccccn2)CC1)N(c1ccccc1)c1ccc2ccccc2c1
  MT1-MMP act inh: -4.6
  SKN-1 inh: -5.8
  FAS TE block: 4.4
  CSN deneddyl inh: 0.3
  Neddylation inh: i
  NadD inh: 4.1
  Rin1 Abl inh: -0.5
  MLLE-PAM2 inh: -3.2
  Rpn11 inh: i

High-throughput results deposited in PubChem BioAssay by several laboratories.
